# CAL PDZ FP-1: CAL PDZ (human) peptide binding inhibition | purified CAL PDZ, TMR-peptide fluorescence polarization, 1 h | AID 602252 | inhibition, % at 24.9 µM | 300,000 compounds, 0.92% hits;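 active means mean inhibition of at least 30% with at least half of replicates also reaching 30%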;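 further: 0% = DMSO neutral control and 100% = excess unlabeled competitor peptide PRC23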
# SR-BI DiI inh: blocks mouse SR-BI lipid uptake from DiI-HDL | AID 488896 | 320,000 compounds, 0.96% hits | Q61009 | inhibition, % at 12.5 µM | ldlA[mSR-BI] CHO cells, DiI-HDL uptake fluorescence, 3 h;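 active means mean replicate inhibition of at least 70% and a set share of replicates each scoring 70 or more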;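 further: 0% = median of neutral control wells and 100% = median of positive control wells; values of inactives mirror those of a sister screen read the other way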
# Rtt109 HAT inh: C. albicans Rtt109 histone acetyltransferase inhibition | 330,000 compounds, 0.16% hits | purified Rtt109/Vps75, ThioGlo CoA-SH fluorescence, 4 h | Q5AAJ8 | inhibition, % at 34.9 µM;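 active means inhibition of at least 50% in every replicate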
# Target sequence (Q5AAJ8 whole entry, looked up): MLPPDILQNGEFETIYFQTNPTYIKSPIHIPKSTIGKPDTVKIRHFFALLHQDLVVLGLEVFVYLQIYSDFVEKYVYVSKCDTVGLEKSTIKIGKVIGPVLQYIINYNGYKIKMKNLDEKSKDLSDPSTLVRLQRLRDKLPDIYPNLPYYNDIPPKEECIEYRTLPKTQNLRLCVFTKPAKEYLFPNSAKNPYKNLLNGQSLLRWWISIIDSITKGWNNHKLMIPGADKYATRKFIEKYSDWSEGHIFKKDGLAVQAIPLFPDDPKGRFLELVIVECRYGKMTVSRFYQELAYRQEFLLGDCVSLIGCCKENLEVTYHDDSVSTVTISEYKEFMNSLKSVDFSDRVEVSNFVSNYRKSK
# NSD2 inh: inhibitors of human histone methyltransferase NSD2. NSD2 peptide methylation, AlphaScreen, 120 min. 310,000 compounds, 0.54% hits. O96028. inhibition, % at 12.5 µM; in the data active means inhibition above about 50%
# CAL PDZ FP-2: human CAL PDZ-peptide interaction inhibition; inhibition, % at 20 µM; Q9HD26; 330,000 compounds, 0.02% hits; purified CAL PDZ, TMR-peptide fluorescence polarization, 1 h; AID 504414;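 active means highest replicate inhibition of at least 40%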;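 further: plate controls were DMSO neutral control wells for no effect and unlabeled competitor peptide control wells for full effect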
#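 Test system: purified CerCALP PDZ construct; Compound dosing: one concentration, 20 µM compound; Also added: TMR-labelled reporter peptide T*-PRC34 bound in PDZ groove; Read-out: inhibition from polarization loss; Controls: unlabelled peptide and DMSO controls; Signal: FP readout, S and P plane fluorescence; Incubation: 1 h at RT.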
# dFosB activator: activators of mouse delta FosB homodimer. P13346. purified delta FosB, TAMRA-CDK5 oligo fluorescence polarization; percent of positive-control signal above neutral wells. activation, % at 25 µM. 340,000 compounds, 0.99% hits. AID 493131;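 active means mean activation above about 17%, with every replicate also reaching it, limit read from the data, passing the limit was not always enough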;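 further: fluorescence polarization rise as delta FosB binds a TAMRA Cdk5 AP-1 oligo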
# Target sequence (P13346 whole entry, looked up): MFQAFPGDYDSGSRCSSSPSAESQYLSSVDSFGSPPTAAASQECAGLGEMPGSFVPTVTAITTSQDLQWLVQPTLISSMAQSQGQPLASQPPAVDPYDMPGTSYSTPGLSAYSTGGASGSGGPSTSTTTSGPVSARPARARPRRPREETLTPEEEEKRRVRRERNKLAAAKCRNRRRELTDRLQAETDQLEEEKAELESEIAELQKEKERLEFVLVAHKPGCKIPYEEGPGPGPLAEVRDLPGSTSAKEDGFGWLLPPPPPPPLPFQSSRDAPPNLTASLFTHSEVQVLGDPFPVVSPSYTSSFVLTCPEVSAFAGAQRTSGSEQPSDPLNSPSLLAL
# PvdQ inh: blocks Pseudomonas aeruginosa PvdQ acylase activity; AID 488965; purified PvdQ acylase, fluorescence plate reader; 340,000 compounds, 0.063% hits; inhibition, % at 10 µM; in the data active means inhibition above about 30%, passing the limit was not always enough;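 further: 0% = vehicle neutral wells and 100% = reference inhibitor wells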
# PfHsp90 yeast 2: growth inhibition of yeast expressing Plasmodium Hsp90. inhibition, % at 9.4 µM. S. cerevisiae expressing PfHsp90, BacTiter-Glo ATP, 48 h; yeast lacking PDR1 and PDR3 efflux regulators. 310,000 compounds, 0.32% hits;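 active means every replicate shows inhibition above about 80%, whatever the replicate mean, limit read from the data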;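 further: 0% = DMSO neutral controls and 100% = 20 µM radicicol positive controls; yeast relying on Plasmodium falciparum Hsp90 in place of its own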
# SR-BI DiI-HDL act: SR-BI HDL lipid transfer activation. 320,000 compounds, 0.096% hits. activation, % at 12.5 µM. CHO ldlA[mSR-BI] cells, DiI-HDL uptake fluorescence, 3 h; 100 = double the neutral-control signal;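 active means mean replicate activation of at least 60% and every replicate at or above 60%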;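 further: 0% = median plate neutral-control signal and 100% = twice that signal; values of inactives mirror those of a sister screen read the other way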
#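 Assay system: CHO ldlA[mSR-BI] cells, LDL receptor-null, SR-BI overexpressing; medium: Ham's F12 with 0.5% BSA, HEPES 25 mM, pH 7.4; also added: DiI-HDL 10 µg/mL; timing: 3 h uptake period with compound, 37 °C; signal: DiI fluorescence, bottom read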
# MITF TRPM1 HTS: MITF TRPM1 promoter activation in melanoma cells; SK-MEL-5 TRPM1-promoter luciferase, 24 h; % of positive control, neutral wells = 0; activation, % at 12.5 µM; 300,000 compounds, 0.75% hits; AID 588334;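 active means mean activation of at least 80% with every replicate also reaching 80%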;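 further: 0% = neutral control wells and 100% = parthenolide positive control wells; values of inactives mirror those of a sister screen read the other way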
# The depositor's hits bear a star; nt = no result given. Random draw from the library; about 4.3% have a hit in one of these screens.
# Values run as follows: CAL PDZ FP-1	SR-BI DiI inh	Rtt109 HAT inh	NSD2 inh	CAL PDZ FP-2	dFosB activator	PvdQ inh	PfHsp90 yeast 2	SR-BI DiI-HDL act	MITF TRPM1 HTS
> CCOC(=O)c1cc([N+](=O)[O-])sc1N
    62*	-9	-2	-8	-1.3	-13	-10	-24	9	-17
> Cc1ccc(CN2C(=O)CCC2C(=O)N2CCN(c3ccc(F)cc3)CC2)cc1 (stereo unspecified)
    -2	-33	-4	2	nt	-4	2	0	33	-8
> C[C@@H](NC(=O)OC(C)(C)C)C(=O)NCC1CCC(C(=O)N[C@@H](Cc2ccccc2)C(=O)O)CC1 (stereo partly specified)
    -1	-12	5	-1	-0.4	2	-1	2	12	1
> COc1ccccc1N1CC(O)=C(c2nc3ccccc3c(=O)[nH]2)C1=N
    -17	15	nt	nt	-7.5	-9	-5	-11	-15	22
> Cc1cc(-c2nnc(SCC(=O)Nc3ccccc3C)n2N)n[nH]1
    2	-14	2	1	-0.4	0	-12	3	14	7
> COc1cc(C#N)ccc1OC(=O)Cc1cc(OC)c(OC)c(OC)c1
    -5	nt	-13	-1	-2.6	-2	-15	-9	nt	-4
> COc1ccc2c(c1)/C(=N/OC(=O)c1cccs1)CCC2
    -2	46	nt	-2	-3.5	-25	-6	-4	-46	32
> C[C@H](NC(=O)c1ccco1)C(=O)Nc1ccc2c(c1)OCO2
    -3	-8	8	1	-0.4	8	5	5	8	-1
> O=C(CSc1ncnc2scc(-c3ccccc3)c12)Nc1ccc(C(=O)O)cc1
    -7	nt	15	-5	-3.1	-29	-12	-28	nt	-3
> Cc1ccc(N(CC(=O)N2CCc3ccccc3C2)S(C)(=O)=O)cc1
    -6	-18	-3	-3	-0.7	2	-5	-9	18	nt
> CN(C)C(=O)c1c(-c2ccccc2)oc2ccc(O)cc12
    -4	26	-1	-2	-0.3	-6	-7	18	-26	-10
> O=C(CN1C(=O)c2ccccc2S1(=O)=O)N1CCN(c2cccc(Cl)c2)CC1
    -5	12	3	-2	-1.1	-16	-7	-47	-12	5
> CCn1ccc(C(=O)Nc2ccc(N(C)C(C)=O)cc2)n1
    -6	-4	6	-1	nt	1	-1	19	4	29
> COc1ccc(C2NCCc3c2[nH]c2ccccc32)cc1COc1ccc(F)cc1 (stereo unspecified)
    11	-10	39	7	-3.0	62*	39*	22	10	-24
> Cc1cc2oc(C(=O)Nc3ccc(S(=O)(=O)Nc4ncccn4)cc3)cc(=O)c2cc1Cl
    90*	-12	2	-7	-0.9	-5	-14	5	12	-1
> O=C(CSc1nnc(Cc2ccccc2)o1)c1ccccc1
    5	-10	-6	-2	-0.6	4	-12	-10	10	41
> Cn1cc(/C=C/c2cc[n+](C)cc2)c2cc(F)ccc21
    -1	nt	2	nt	1.4	6	8	3	nt	-38
> OCCN1CCN(C(=S)c2ccc(Cl)cc2)CC1
    nt	-13	1	1	0.5	1	7	-1	13	14
> O=C(CSc1nc2ccccc2s1)NCCCN1CCOCC1
    -3	-23	5	0	-1.1	-1	8	nt	23	4
> O=C(NCc1cccc(Br)c1)C1CC(c2ccc(C(F)(F)F)cc2)=NO1 (stereo unspecified)
    1	-4	7	nt	1.0	1	5	nt	4	-3
> CC(=O)c1cccc(S(=O)(=O)Nc2ccc(N3CCOCC3)cc2)c1
    -2	nt	-7	1	-1.4	3	-8	7	nt	-11
> CC1(c2ccc(OC(F)F)cc2)NC(=O)N(CC(=O)Nc2ccc3c(c2)OCO3)C1=O (stereo unspecified)
    -4	-16	0	1	nt	-7	-3	-14	16	4
> CCCN(Cc1cc2ccc(C)cc2[nH]c1=O)S(=O)(=O)c1ccccc1
    -2	18	6	5	-1.4	2	-8	-1	-18	14
> COc1cc2c(cc1NC(=O)C(C)N1CCN(S(=O)(=O)c3ccccc3[N+](=O)[O-])CC1)oc1ccccc12 (stereo unspecified)
    -5	45	-8	-2	-0.2	-5	7	-7	-45	-16
> O=S(=O)(c1cc(O)ccc1O)c1cccc2c(S(=O)(=O)c3cc(O)ccc3O)cccc12
    -6	8	10	nt	-0.8	-3	-8	-5	-8	-7
> COc1cccc(C(=O)NCCC2=CCCCC2)c1OC
    0	20	5	-5	-1.4	-3	-11	-15	-20	68
> CC(C)(C)c1ccc(/C=C/C(=O)c2ccc(NC3=NCCCS3)cc2)cc1
    -3	19	19	4	-1.8	31*	-16	13	-19	-15
> Cc1ccccc1COc1cccc(/C=N/NC(=O)c2nnn(-c3nonc3N)c2C)c1
    -6	2	1	-5	0.6	24*	-13	-4	-2	-4
> Cc1cc(C(=O)CN2C(=O)c3cccc(N)c3C2=O)c(C)n1Cc1cccs1
    3	46	-41	-1	-0.6	-1	-3	-20	-46	106*
> CCSc1nnc(N2C(=O)C(O)=C(C(=O)c3ccco3)C2c2cccc(OC)c2)s1 (stereo unspecified)
    -5	0	12	1	-4.9	-6	0	-8	0	18
> COc1ccc(C)cc1NC(=O)COC(=O)C1COc2ccccc2O1 (stereo unspecified)
    14	5	5	-2	0.4	0	0	28	-5	12
> Cc1nc2cc(NS(=O)(=O)c3ccc(Br)cc3)ccc2n1C
    nt	-29	2	-1	-1.2	-5	-5	16	29	1
> CCc1ccc(NC(=O)C2CCCN(S(=O)(=O)c3c(C)[nH]c(=O)[nH]c3=O)C2)cc1 (stereo unspecified)
    -2	0	0	-2	-2.0	-3	-19	6	0	-3
> O=C(Nc1ccncc1)C1COc2ccccc2O1 (stereo unspecified)
    0	7	1	-3	-1.2	0	3	0	-7	11
> Cc1ccc(C(=O)NCc2ccccn2)cc1S(=O)(=O)N1CCCCC1
    -3	-48	12	0	-2.7	-11	-13	-14	48	5
> CCC(C)NC(=O)c1cc2c(=O)n(CC)c3ccccc3c2s1 (stereo unspecified)
    -5	74*	-2	0	-3.6	-33	-16	-4	-74	1
> CCN(CC)CCN(C)C1CCC(c2ccccc2)CC1 (stereo unspecified)
    0	28	-7	3	-0.3	-1	0	-9	-28	2
> CCc1ccccc1NC(=O)CNC(=O)c1ccccc1OCc1c(C)noc1C
    3	-3	-4	-1	0.5	-1	-4	-22	3	-11
> COc1ccccc1C(=O)NNc1ncc(C)s1
    nt	-19	0	3	-0.3	-20	-10	-16	19	-7
> N#C/C(=C\Nc1ccc2c(c1)OCCO2)c1nc(-c2ccccc2)cs1
    1	52	nt	-2	-0.6	1	-2	-7	-52	20
> N#CCCn1nc(-c2ccccc2)c2ccccc2c1=O
    nt	2	0	-1	-2.3	-3	-4	-2	-2	nt
> O=C(CN1CCCC1)Nc1cc(C(F)(F)F)ccc1Cl
    -2	-17	-5	0	-2.2	3	-7	-16	17	-11
> N=c1sccn1CC(=O)Nc1cc(Cl)ccc1[N+](=O)[O-]
    3	2	3	-3	-0.4	2	-11	-23	-2	-23
> O=c1[nH]c(CN2CCN(S(=O)(=O)c3ccccc3C(F)(F)F)CC2)nc2sc3c(c12)CCCC3
    1	18	12	1	-0.8	12	-8	-30	-18	4
> Cn1cc(S(=O)(=O)N2CCOCC2)cc1C(=O)NCc1ccc(Cl)cc1
    nt	0	-2	nt	-1.6	0	-10	-19	0	nt
> N#CC1(NC(=O)COC(=O)C2=COCCO2)CCCCC1
    nt	-23	-6	-2	1.3	-4	-15	32	23	7
> O=C(c1cc(-c2ccc(F)cc2)on1)N1CCCCCC1
    -3	nt	-7	-1	-4.4	0	11	28	nt	138*
> COCCN(C(=O)COC(=O)/C(=C/c1ccccc1)NC(C)=O)c1c(N)n(Cc2ccccc2)c(=O)[nH]c1=O
    -4	-15	2	-3	-2.5	-11	1	2	15	-5
> CCS(=O)(=O)N1CCN(Cc2ccccc2OC)CC1
    -1	22	7	1	-1.6	-4	-2	3	-22	0
> O=C(Cc1ccccc1)Nc1ccc(N2CCCC2)cc1
    -5	34	24	0	-1.2	68*	-14	-16	-34	6
> CN(C)CCCNS(=O)(=O)c1ccc(Cl)s1
    0	-10	5	4	0.4	3	-10	4	10	-1
> CN1CCC(N(C)C(=O)COc2ccccc2Cl)CC1
    nt	-6	-3	2	-0.1	-5	-9	-15	6	-1
> Cc1ccc(-n2nc3c(c2NC(=O)c2cc4ccccc4o2)CS(=O)(=O)C3)cc1
    -2	33	3	1	-2.9	-12	4	-16	-33	-10
> C#Cc1ccc([C@H]2C=C(C(=O)N3CCN(Cc4ccccc4)CC3)O[C@@H](OCc3ccc(CO)cc3)C2)cc1
    -3	-15	0	nt	0.2	4	4	-8	15	-13
> CCOc1ccc(NC(=O)c2cccc(OC(=S)N3CCC(C)CC3)c2)cc1
    -3	-2	6	-4	-0.7	-5	3	-9	2	4
> CCN(CC)c1ccc(NC(=O)CN2CCN(c3ccc(F)cc3)CC2)cc1
    0	33	4	4	-4.4	-9	-11	nt	-33	nt
> CC(C)S(=O)(=O)c1cnc(-c2cccnc2)nc1N
    -4	-20	-6	7	-0.7	1	3	4	20	1
> CCCCn1c(N)c(N(CCC(C)C)C(=O)C2CC(=O)N(c3ccccc3OCC)C2)c(=O)[nH]c1=O (stereo unspecified)
    nt	24	3	0	-0.8	-12	-11	-16	nt	8
> Cc1c(S(=O)(=O)Nc2cccc3ccccc23)c(=O)n(C)c(=O)n1C
    -4	-25	0	2	-2.4	1	-13	nt	25	-5
> COc1cccc(NC(=O)CN(C)C(=O)c2ccc3c(c2)CC(c2ccccc2)OC3=O)c1 (stereo unspecified)
    1	4	14	nt	-0.5	-17	-11	nt	-4	-8

# Continued.
# Values run as follows: CAL PDZ FP-1	SR-BI DiI inh	Rtt109 HAT inh	NSD2 inh	CAL PDZ FP-2	dFosB activator	PvdQ inh	PfHsp90 yeast 2	SR-BI DiI-HDL act	MITF TRPM1 HTS
> COCCn1c(C)cc(C2=NNC(=Nc3ccccc3F)SC2)c1C
    0	9	2	nt	-0.4	-9	-19	-13	-9	nt
> COc1cccc(N2[C@@H](CC(C)=O)c3cc(C(F)(F)F)ccc3S2(=O)=O)c1
    -2	-7	2	nt	1.0	1	-16	24	7	5
> Cc1ccccc1C(=O)OC1OC(=O)C(Cl)=C1N1CCOCC1 (stereo unspecified)
    -1	-9	-2	3	-1.0	-1	8	-3	9	-10
> O=C(O)c1ccccc1C(=O)NNc1ccc(F)cc1F
    0	-28	1	1	-1.9	2	-3	6	28	-13
> Cn1c(=O)c2cc(S(=O)(=O)NC(C(=O)NCc3ccccn3)c3ccccc3)ccc2n(C)c1=O (stereo unspecified)
    nt	-6	-28	nt	-0.9	5	-15	-36	9	nt

# SR-BI DiI inh, entries above that show a hit.
SMILES	CAL PDZ FP-1	SR-BI DiI inh	Rtt109 HAT inh	NSD2 inh	CAL PDZ FP-2	dFosB activator	PvdQ inh	SR-BI DiI-HDL act	MITF TRPM1 HTS
CCC(C)NC(=O)c1cc2c(=O)n(CC)c3ccccc3c2s1 (stereo unspecified)	-5	74*	-2	0	-3.6	-33	-16	-74	1

# Screens: PubChem BioAssay, Broad Institute
